Screens from PubChem.
IDE cell activ = activators of human insulin-degrading enzyme in cells; P14735; HEK cells, FAbeta-B cleavage, fluorescence polarization; 0% vehicle, 100% cell-free pure enzyme wells; activation, % at 5.96 µM; 0.073% of 340,000 active;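 active means activation above the mean of all tested compounds plus 3 SD, set per screening campaign, cut at about 17% in these data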
Target sequence (P14735 whole entry, looked up): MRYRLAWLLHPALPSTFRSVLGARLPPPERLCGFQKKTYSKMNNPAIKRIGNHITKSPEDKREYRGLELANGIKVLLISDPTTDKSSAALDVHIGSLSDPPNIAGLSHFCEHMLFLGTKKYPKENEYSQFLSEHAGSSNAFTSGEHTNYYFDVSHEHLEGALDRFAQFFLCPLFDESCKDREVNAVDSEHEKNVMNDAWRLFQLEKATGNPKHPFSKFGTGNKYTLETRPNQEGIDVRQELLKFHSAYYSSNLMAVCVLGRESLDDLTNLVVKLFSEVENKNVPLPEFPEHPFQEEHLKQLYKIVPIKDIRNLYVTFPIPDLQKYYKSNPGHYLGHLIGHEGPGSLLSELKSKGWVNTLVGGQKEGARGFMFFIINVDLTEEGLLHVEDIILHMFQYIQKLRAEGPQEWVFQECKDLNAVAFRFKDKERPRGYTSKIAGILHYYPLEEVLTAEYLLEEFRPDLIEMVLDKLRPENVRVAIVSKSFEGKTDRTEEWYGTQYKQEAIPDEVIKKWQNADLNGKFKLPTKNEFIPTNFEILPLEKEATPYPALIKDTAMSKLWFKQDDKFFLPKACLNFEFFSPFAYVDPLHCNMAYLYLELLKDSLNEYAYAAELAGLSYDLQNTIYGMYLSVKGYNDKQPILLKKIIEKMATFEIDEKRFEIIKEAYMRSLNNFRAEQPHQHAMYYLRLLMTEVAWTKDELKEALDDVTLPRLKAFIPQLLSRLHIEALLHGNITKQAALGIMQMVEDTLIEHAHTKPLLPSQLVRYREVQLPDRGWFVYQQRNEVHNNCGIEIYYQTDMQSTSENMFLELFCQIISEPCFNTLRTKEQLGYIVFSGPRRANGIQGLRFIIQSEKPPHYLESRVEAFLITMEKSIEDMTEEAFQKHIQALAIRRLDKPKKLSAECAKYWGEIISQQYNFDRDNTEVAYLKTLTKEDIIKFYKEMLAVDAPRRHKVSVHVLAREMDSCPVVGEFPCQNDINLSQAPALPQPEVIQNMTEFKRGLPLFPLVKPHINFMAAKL
CRFBP-R2 block = blocks CRF-induced signaling of the CRF-BP/CRF-R2 complex; HEK293 CRF-R2/CRF-BP, CRF-induced calcium fluorescence; inhibition, % at 11.8 µM; 0.59% of 350,000 active; AID 588475;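 active means inhibition of the ligand-induced calcium signal above about 50% at the single tested concentration, limit read from the data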
GalR3 antag = antagonists of human GalR3; O60755; HEK293 GalR3-CNG cAMP membrane potential fluorescence; galR3 body fused to GalR1 C-terminus; inhibition, % at 3 µM; 0.44% of 360,000 active; AID 651719;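 active means inhibition above the screen-wide average plus 3 SD, cut at about 13% in these data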;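 further: forskolin and galanin both at EC90 stimulate the cells; cAMP rise reported by CNG channel membrane potential dye signal; 0% = forskolin plus galanin with DMSO and 100% = forskolin alone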
* = called active by the depositor. Some of the compounds tested; the hit share may differ from the screen's.

(1) C=C(C)CN=CC1(C)CCC(C)=CO1 (configuration not stated)
(2) Cn1c(=O)c2nc(NCc3ccccc3)sc2n(C)c1=O
(3) CC(C)=N/N=C1/NC(=O)C(c2ccc(Cl)cc2)S1 (configuration not stated)
(4) O=C1C=CC(=Nc2ccc3c(c2)Cc2ccccc2-3)O1
(5) O=C(CNC(=O)OCc1ccccc1)OC(c1ccccc1)c1ccccc1
(6) O=C(Cc1ccc(NC(=O)C2CCN(C(=O)c3ccccc3)CC2)cc1)Nc1cccc(C(=O)N2CCCC2)c1
(7) CC1CN(Cc2ccco2)C(=S)NC1=O (configuration not stated)
(8) O=C(c1noc2c1CCCCC2)N1CCN(C(c2ccccc2)c2ccccc2)CC1

assay / entry | 1 | 2 | 3 | 4 | 5 | 6 | 7 | 8
GalR3 antag | -4 | -4 | -7 | -6 | -8 | -3 | -6 | 8
IDE cell activ | 7 | -3 | -3 | 0 | 3 | 1 | 0 | -1
CRFBP-R2 block | -4 | 4 | 0 | 9 | 8 | -8 | 8 | 8

(9) O=CC(O)C1OC(=O)C(O)C1O (configuration not stated)
(10) CCN(C(=O)COC(=O)CNC(=O)C1CCCCC1)c1ccccc1
(11) Oc1ccc(C(=Nc2ccccc2)c2ccccc2)c(O)c1
(12) COc1ccc2c(c1)OC[C@H]1[C@H]2N2C(=O)CN(Cc3ccccc3)C(=O)[C@@]2(C)[C@H]1c1ccccc1
(13) CCN(CC(=O)Nc1ccc(NC(C)=O)cc1)C(=O)C1CCN(C(=O)c2ccccc2C)CC1
(14) NC(=O)C1(C(=O)O)OC1(c1ccc(Cl)cc1)c1ccccc1Cl (configuration not stated)
(15) N#CC1=C(SCC(N)=O)NC(=O)CC1c1cccc2ccccc12 (configuration not stated)
(16) O=c1ccn([C@@H]2O[C@H](CNCc3ccc(-c4cc(C(F)(F)F)ccc4Cl)o3)[C@@H](O)[C@H]2O)c(=O)[nH]1

assay / entry | 9 | 10 | 11 | 12 | 13 | 14 | 15 | 16
GalR3 antag | 0 | -4 | -5 | -7 | -1 | 0 | -5 | 2
IDE cell activ | 1 | 1 | 5 | 1 | 0 | 4 | 5 | -1
CRFBP-R2 block | 2 | 11 | 5 | -9 | 1 | -1 | 9 | -10

(17) Cc1sc2ccccc2c1CNC[C@H]1O[C@@H](n2cnc(C(N)=O)n2)[C@H](O)[C@@H]1O
(18) Cn1c(N)c(C(=O)CSc2nnc(NC3CCCCC3)s2)c(=O)n(C)c1=O
(19) O=c1ccc(=O)n(CCc2ccccn2)[nH]1
(20) Cn1c(SSc2ccc(-c3cccnc3)n2C)ccc1-c1cccnc1
(21) Cc1cc(NC(=O)C(C)Sc2nc(-c3cccs3)nc3ccccc23)no1 (configuration not stated)
(22) CCN(C(=O)COC(=O)/C=C/c1nc2ccccc2s1)c1c(N)n(Cc2ccccc2)c(=O)[nH]c1=O
(23) Nc1nc(N)nc(C2C=CCCC2)n1 (configuration not stated)
(24) CN(C)c1ccc(/C=C(/C#N)C(=O)Nc2nc3c(s2)CCN(Cc2ccccc2)C3)cc1

assay / entry | 17 | 18 | 19 | 20 | 21 | 22 | 23 | 24
GalR3 antag | -3 | -6 | -7 | -4 | -5 | -5 | -1 | -3
IDE cell activ | 1 | -3 | -3 | 0 | 1 | 3 | 2 | -44
CRFBP-R2 block | 0 | -5 | 3 | -25 | -2 | -13 | -8 | -88

(25) COc1ccc(CC(=O)N(C)Cc2ccc(OC(F)F)cc2)cc1S(=O)(=O)N1CCOCC1
(26) O=C(Nc1ccccc1F)c1cc(S(=O)(=O)N2CCOCC2)ccc1N1CCOCC1
(27) Oc1ccc(C[C@H]2CNC(=S)N2CC2CCCN2C[C@H](Cc2ccc(O)cc2)N2C[C@H](Cc3ccccc3)N(CCc3ccccc3)C2=S)cc1 (some centres not stated)
(28) CCc1ccc(N2CC(C(=O)OCC(=O)N(CC)c3c(N)n(Cc4ccccc4)c(=O)[nH]c3=O)CC2=O)cc1 (configuration not stated)
(29) COc1ccc(S(=O)(=O)N2CCOCC2)cc1C(=O)NCC(c1ccccc1)c1ccccc1
(30) O=C1[C@H](Cc2ccccc2)NCCCC[C@@H](c2ccco2)N1Cc1ccccc1
(31) Cc1cn(CC(=O)NCCc2c[nH]c3ccccc23)c(=O)[nH]c1=O
(32) CC12CCC(=O)C=C1CCC1C2CCC2(C)C(c3csc(N)n3)CCC12 (configuration not stated)

assay / entry | 25 | 26 | 27 | 28 | 29 | 30 | 31 | 32
GalR3 antag | -5 | -5 | -5 | -5 | -4 | -5 | 4 | 3
IDE cell activ | 1 | 5 | 4 | -4 | -3 | -1 | -1 | 0
CRFBP-R2 block | 7 | -6 | 0 | 14 | 5 | -12 | 6 | -29

(33) CCOc1ccc(NC(=O)CN(C)C(=O)c2cn(-c3ccc(C)cc3)nc2-c2cccc(OC)c2)cc1OCC
(34) CNC(=O)C1CC(=O)N(c2ccc(OCC(=O)Nc3ccccc3)cc2)C1 (configuration not stated)
(35) COc1ccccc1/C=C/C(=O)OCC(=O)N1CCN(S(=O)(=O)c2ccc(C)cc2C)CC1
(36) COCC(=O)N[C@@H]1c2cc(OC)c(OC)cc2C[C@H]1OCc1ccccc1
(37) CC[C@]12c3[nH]c4cc(CCC(=O)N(C)C)ccc4c3CCN1C(=O)[C@@H](CC(=O)NC(C)(C)C)C[C@@H]2C(=O)N1CCN(C(=O)C2CC2)CC1
(38) CC(=O)Nc1ccc(CCCCc2ccccc2)cc1
(39) COc1ccc(C(CCc2cc(OC)c(OC)c(OC)c2)NC(C)=O)cc1 (configuration not stated)
(40) COc1cccc(NC(=O)CN(C)C(=O)C2CC(=O)N(CCc3ccc(OC)c(OC)c3)C2)c1 (configuration not stated)

assay / entry | 33 | 34 | 35 | 36 | 37 | 38 | 39 | 40
GalR3 antag | -4 | -8 | -2 | -4 | -6 | -3 | 0 | -6
IDE cell activ | 6 | 1 | 5 | 3 | 3 | 2 | 4 | 8
CRFBP-R2 block | -16 | 4 | 7 | 0 | -5 | 20 | -7 | -3

(41) CSC1=C(C#N)C2(CCCCC2)C(C(=O)Nc2ccccc2)=C(C)N1
(42) O=C(c1ccc(-c2cccc([N+](=O)[O-])c2)o1)N1CCN(c2ccc([N+](=O)[O-])cc2)CC1
(43) CC(C)NS(=O)(=O)c1ccc(NC(=O)C(C)OC(=O)CCCOc2ccccc2)cc1 (configuration not stated)
(44) O=C(Nc1ccn(CCCNCc2ccc3[nH]ccc3c2)c(=O)n1)OCc1ccccc1
(45) Cc1cccc([C@H]2[C@@H]3C=CCC[C@@H]3C(=O)N2Cc2ccccc2)c1
(46) CC(=O)N1CCN(C(=O)c2ccc(NS(=O)(=O)c3ccc(Cl)c(Cl)c3)cc2)CC1
(47) Cc1cc(C(=O)OCC(=O)NC2CCCC2)c2ccccc2n1
(48) NC(=O)C1CCCN(C(=O)c2ccc(Cl)c(S(=O)(=O)N3CCc4ccccc43)c2)C1 (configuration not stated)

assay / entry | 41 | 42 | 43 | 44 | 45 | 46 | 47 | 48
GalR3 antag | -1 | -1 | -5 | 1 | -2 | -4 | 1 | -1
IDE cell activ | 3 | -3 | 7 | -2 | 3 | 1 | 4 | 1
CRFBP-R2 block | 3 | 32 | -7 | 4 | 3 | 4 | 5 | 8

(49) CC(=O)Nc1ccc(NC(=O)CSc2nc3c(=O)n(C)c(=O)n(C)c3n2C)cc1
(50) O=C(Cn1cc(COc2ccc3ccc(=O)oc3c2)nn1)c1ccc(O)cc1
(51) C/C(=N\NC(=O)c1cccc(S(=O)(=O)Nc2ccc(C)cc2C)c1)c1ccncc1
(52) CN(C)c1ccc(C(c2ccc(N(C)C)cc2)C(O)c2ccccc2)cc1 (configuration not stated)
(53) O=C(Cc1ccccc1)N1O[C@H]2C=C[C@@H]1CC2
(54) COC(=O)[C@H](Cc1ccc(O)cc1)NC(=O)Cn1cnc(C(=O)Nc2ccc(C)c(C)c2)n1
(55) CC(C)=CCC/C(C)=C/CNC(=O)C[C@H]1C[C@H](C(=O)N2CCOCC2)[C@@]2(CCC3CCCC3)c3[nH]c4cc(-c5ccco5)ccc4c3CCN2C1=O
(56) COCCCNC(=O)C[C@H]1C[C@H](C(=O)N2CCOCC2)[C@@]2(CCC3CCCC3)c3[nH]c4cc(CCC(=O)N(C)C)ccc4c3CCN2C1=O

assay / entry | 49 | 50 | 51 | 52 | 53 | 54 | 55 | 56
GalR3 antag | 5 | -5 | -2 | -5 | -6 | -4 | -5 | -6
IDE cell activ | 4 | 4 | 0 | 0 | 5 | 4 | 5 | 5
CRFBP-R2 block | 10 | -7 | -22 | 14 | 9 | -3 | -1 | -5

10 entries already listed, arranged by number of heavy atoms, ascending.
(53) O=C(Cc1ccccc1)N1O[C@H]2C=C[C@@H]1CC2
(47) Cc1cc(C(=O)OCC(=O)NC2CCCC2)c2ccccc2n1
(45) Cc1cccc([C@H]2[C@@H]3C=CCC[C@@H]3C(=O)N2Cc2ccccc2)c1
(52) CN(C)c1ccc(C(c2ccc(N(C)C)cc2)C(O)c2ccccc2)cc1 (configuration not stated)
(49) CC(=O)Nc1ccc(NC(=O)CSc2nc3c(=O)n(C)c(=O)n(C)c3n2C)cc1
(48) NC(=O)C1CCCN(C(=O)c2ccc(Cl)c(S(=O)(=O)N3CCc4ccccc43)c2)C1 (configuration not stated)
(44) O=C(Nc1ccn(CCCNCc2ccc3[nH]ccc3c2)c(=O)n1)OCc1ccccc1
(54) COC(=O)[C@H](Cc1ccc(O)cc1)NC(=O)Cn1cnc(C(=O)Nc2ccc(C)c(C)c2)n1
(56) COCCCNC(=O)C[C@H]1C[C@H](C(=O)N2CCOCC2)[C@@]2(CCC3CCCC3)c3[nH]c4cc(CCC(=O)N(C)C)ccc4c3CCN2C1=O
(55) CC(C)=CCC/C(C)=C/CNC(=O)C[C@H]1C[C@H](C(=O)N2CCOCC2)[C@@]2(CCC3CCCC3)c3[nH]c4cc(-c5ccco5)ccc4c3CCN2C1=O

assay / entry | 53 | 47 | 45 | 52 | 49 | 48 | 44 | 54 | 56 | 55
GalR3 antag | -6 | 1 | -2 | -5 | 5 | -1 | 1 | -4 | -6 | -5
IDE cell activ | 5 | 4 | 3 | 0 | 4 | 1 | -2 | 4 | 5 | 5
CRFBP-R2 block | 9 | 5 | 3 | 14 | 10 | 8 | 4 | -3 | -5 | -1

Continued.
(57) Cc1ccc(NC(=O)c2ncn(CCCNCCCN(C)C)n2)cc1C
(58) COc1ccc2nc(-c3ccccc3)[nH]c(=O)c2c1
(59) COc1ccc(S(=O)(=O)N2CCCCCC2)cc1C(=O)NCc1ccccc1Cl
(60) COc1ccc(C(CNC(=O)c2cc(S(=O)(=O)Nc3cccc(C)c3)ccc2C)N2CCCC2)cc1 (configuration not stated)
(61) Cc1ccc(NC(=O)COC(=O)Cc2c[nH]c3ccccc23)cc1F
(62) CN(Cc1ccccc1)C(=O)c1ccc(NC(=O)Cc2ccc(NC(=O)C3CCN(C(=O)c4ccccc4)CC3)cc2)cc1
(63) CCOC(=O)/C=C1\SCC(=O)N1CC(O)CN1C(=O)CS/C1=C/C(=O)OCC (configuration not stated)
(64) C[C@]12c3[nH]c4ccc(Cl)cc4c3CCN1C(=O)[C@@H](CC(=O)NCCN1CCOCC1)C[C@@H]2C(=O)N1CCCCC1

assay / entry | 57 | 58 | 59 | 60 | 61 | 62 | 63 | 64
GalR3 antag | -7 | -4 | -3 | -6 | -2 | -6 | -1 | -6
IDE cell activ | 0 | 0 | 4 | 2 | -1 | -2 | 6 | -2
CRFBP-R2 block | -23 | -16 | 9 | -5 | -2 | -4 | -1 | -2

(65) CCCCNC(=O)C(C)N(CCN(C)C)C(=O)CCCCCN1C(=O)NC(c2ccc(Cl)cc2)C(C(=O)OCc2ccccc2)=C1C (configuration not stated)
(66) CC(=NN(Cc1ccccc1)c1ccccc1)c1ccccc1
(67) COc1ccc(NS(=O)(=O)c2ccc(C)c(NC(=O)CNC(=O)c3ccco3)c2)cc1
(68) COc1ccc(S(=O)(=O)N2CCN(C(=O)/C=C/c3ccco3)CC2)cc1
(69) O=Cc1ccc(OCC(=O)N2CCc3ccccc32)c(Br)c1
(70) CN(Cc1ccc(Cl)s1)C(=O)CN1C(=O)N(C)C2(CCCCC2)C1=O
(71) O=[N+]([O-])c1cc2c(c3cccnc13)COCO2
(72) O=C(O)c1cc(=S)nc[nH]1

assay / entry | 65 | 66 | 67 | 68 | 69 | 70 | 71 | 72
GalR3 antag | -8 | -6 | -5 | -2 | -6 | -1 | -3 | -3
IDE cell activ | 6 | 6 | -2 | -6 | -6 | 4 | -1 | -4
CRFBP-R2 block | 20 | 7 | 0 | 4 | -3 | 10 | 2 | -5

(73) CCOc1ccc(OCCC(=O)OCC(=O)N(CC)c2c(N)n(Cc3ccccc3)c(=O)[nH]c2=O)cc1
(74) Cn1cnc([N+](=O)[O-])c1S(=O)(=O)Oc1ccc(Cl)cc1
(75) CCN(CC)C(=O)[C@H]1C[C@H](CC(=O)NCCN2CCOCC2)C(=O)N2CCc3c([nH]c4cc(CCC(=O)N(C)C)ccc34)[C@]12C
(76) COc1ccc(CNC(=O)CN2C(=O)c3ccccc3S2(=O)=O)cc1
(77) CC(C)N(C(=O)[C@H]1C[C@H](CC(=O)NCC23CC4CC(CC(C4)C2)C3)C(=O)N2CCc3c([nH]c4ccc(Cl)cc34)[C@]12C)C(C)C
(78) COc1ccccc1NS(=O)(=O)c1ccc(C)c(C(=O)NC2CCN(Cc3ccccc3)CC2)c1
(79) O=C(CCl)N1c2ccccc2Oc2ccc3ccccc3c21

assay / entry | 73 | 74 | 75 | 76 | 77 | 78 | 79
GalR3 antag | -4 | 1 | -6 | -4 | -3 | 33* | -6
IDE cell activ | 6 | -1 | 3 | -2 | 2 | 3 | -5
CRFBP-R2 block | 1 | 34 | 0 | 1 | 5 | 4 | -88
